GRK2 aptamer HTS – human GRK2 inhibition via aptamer displacement; P25098; bead flow cytometry, FAM-aptamer displacement from GRK2; inhibition of aptamer binding, % at 10 µM; 0.59% of 330,000 active;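 active = inhibition of aptamer binding above 40%, roughly 3 SD of noise, on plates passing a quality check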;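 also: median bead fluorescence of bound FAM aptamer so fluorescent compounds give negative values; no value below 0 was filed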
Target sequence (P25098 whole entry, looked up): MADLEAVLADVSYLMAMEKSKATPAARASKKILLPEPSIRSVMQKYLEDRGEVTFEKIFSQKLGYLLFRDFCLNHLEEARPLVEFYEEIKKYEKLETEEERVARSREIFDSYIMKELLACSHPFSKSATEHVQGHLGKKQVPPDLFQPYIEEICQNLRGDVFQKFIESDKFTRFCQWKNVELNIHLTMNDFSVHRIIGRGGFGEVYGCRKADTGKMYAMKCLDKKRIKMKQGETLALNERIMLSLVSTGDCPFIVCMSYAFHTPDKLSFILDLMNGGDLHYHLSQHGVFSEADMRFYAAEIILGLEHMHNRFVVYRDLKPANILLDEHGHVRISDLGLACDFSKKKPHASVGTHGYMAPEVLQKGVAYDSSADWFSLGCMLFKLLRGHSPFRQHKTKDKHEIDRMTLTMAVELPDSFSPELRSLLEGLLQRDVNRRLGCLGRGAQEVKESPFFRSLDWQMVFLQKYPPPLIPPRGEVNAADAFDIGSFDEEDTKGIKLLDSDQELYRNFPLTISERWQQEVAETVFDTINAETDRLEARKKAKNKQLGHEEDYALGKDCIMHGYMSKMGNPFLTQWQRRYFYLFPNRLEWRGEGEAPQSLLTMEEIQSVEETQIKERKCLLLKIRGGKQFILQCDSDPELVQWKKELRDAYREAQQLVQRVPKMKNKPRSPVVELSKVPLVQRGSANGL
RPL19A TOR yeast – yeast TOR pathway RPL19A-GFP modulation; 0.3% of 330,000 active; S. cerevisiae RPL19A-GFP strain, flow cytometry, 3 h; stronger effect = lower value; percent response vs DMSO, % at 10 µM;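 active = percent response vs DMSO below 50%; inconclusive = fewer than 70 events counted for the yeast strain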;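 also: median channel GFP fluorescence of the barcoded RPL19A-GFP strain; ratio of sample median GFP to plate DMSO average so 100% = DMSO; lower means less RPL19A-GFP as with rapamycin TOR inhibition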
AGP1-GFP MLPCN – alters AGP1-GFP fluorescence in TOR pathway yeast screen | GFP response vs DMSO, % at 10 µM | 0.02% of 320,000 active | S. cerevisiae AGP1-GFP multiplex flow cytometry, 3 h; GFP as percent of DMSO wells | AID 2066;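 active = GFP response relative to DMSO above a set limit, near screen average plus 3 SD, cut at about 150% in these data; inconclusive = fewer than 70 cells counted for the yeast strain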;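 also: median GFP channel fluorescence of the gated AGP1 strain per well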
Yeast superoxide – lowers age-related superoxide in aged yeast cells; S. cerevisiae aged cells, superoxide DHE fluorescence; stronger effect = lower value; superoxide response (% of plate mean), % at 10 µM; 0.18% of 330,000 active; AID 2690;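 active = superoxide response under a set limit, about three screen SD below normal, cut at about 65% in these data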;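 also: yeast aged for seven days with compound at 30 °C before DHE staining; 100% = average MFI of all compound-treated wells on the plate with controls excluded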
CIT2-GFP yeast – yeast TOR pathway CIT2-GFP modulation; AID 2029; 0.065% of 320,000 active; GFP response vs DMSO, % at 10 µM; S. cerevisiae CIT2-GFP strain, flow cytometry, 3 h; 100 means same as DMSO wells;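 active = GFP response relative to DMSO above a set limit, near the screen mean plus 3 SD, cut at about 150% in these data; inconclusive = Fewer than 70 cells measured for a yeast strain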;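 also: ratio of well median GFP fluorescence to mean of DMSO wells on the plate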
VLA-4 inh – inhibition in a human VLA-4 binding assay | P13612 | VLA-4 expressing cells, ligand binding flow cytometry | inhibition, % (about 7 µM as worked out from the volumes in the protocol) | 0.2% of 330,000 active; in the data active = inhibition above about 50%
MEP2 TOR yeast – modulators of TOR pathway MEP2-GFP in S. cerevisiae. GFP response vs DMSO, % at 10 µM. 0.51% of 330,000 active. S. cerevisiae MEP2-GFP strain, flow cytometry GFP, 3 h; 100% = DMSO control level;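 active = GFP response versus DMSO above a set limit, roughly screen mean plus 3 SD, cut at about 180% in these data; inconclusive = fewer than 70 cells counted for a yeast strain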;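 also: median GFP fluorescence of the barcode-gated MEP2-GFP cells per well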
LAP4 TOR yeast – alters LAP4-GFP fluorescence in TOR pathway yeast screen | AID 2023 | GFP response vs DMSO, % at 10 µM | 0.34% of 320,000 active | S. cerevisiae LAP4-GFP multiplex, flow cytometry GFP, 3 h; median GFP as percent of DMSO wells;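 active = GFP response vs DMSO above a set limit, about the screen mean plus 3 SD, cut at about 150% in these data; inconclusive = under 70 cell events counted for the yeast strain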
Starred values were filed as active, the others as inactive; i = inactive; u = inconclusive; x = no result given; [ ] = dose if it differs, or a comment.

SMILES	GRK2 aptamer HTS	RPL19A TOR yeast	AGP1-GFP MLPCN	Yeast superoxide	CIT2-GFP yeast	VLA-4 inh	MEP2 TOR yeast	LAP4 TOR yeast
CCCC(=O)Nc1nc2ccc(NC(=O)c3cccnc3)cc2s1	2	98	105	85	107	-3	107	94
Cc1nnc(NC(=O)C(C)Sc2nncn2C)s1 (stereo not drawn)	2	94	92	90	89	5	96	99
COC(=O)c1[nH]c2cc(C)ccc2c1NC(=O)CN1CCN(C(=O)c2ccco2)CC1	2	96	97	91	102	17	102	96
Cn1c(SCC(=O)c2ccc(F)cc2)nnc1-c1cccnc1	1	105	99	97	102	6	102	84
CCOC(=O)C1(Cc2ccccc2)CCN(Cc2cccc3c2OCO3)CC1	0	104	102	97	99	40	105	95
CCN1CCN(S(=O)(=O)c2ccc(Cl)c(C(=O)Nc3ccccc3N3CCOCC3)c2)CC1	0	95	101	115	89	8	100	100
COc1cccc(C(=O)NCC2CCCN2S(=O)(=O)c2ccccc2)c1 (stereo not drawn)	0	93	96	111	84	5	93	104
COc1cccc(-c2cc(=O)c3cc(NC(=O)c4ccc(Cl)cc4)ccc3[nH]2)c1	0	88	79	97	86	50*	90	121
N#Cc1ccc(OCC(=O)Nc2cc(S(=O)(=O)N3CCCCC3)ccc2N2CCCCC2)cc1	0	103	102	98	101	-9	102	104
O=C(COc1ccc(F)cc1)Nc1ccccc1N1CCOCC1	1	99	104	100	93	24	100	102
O=C(COC(=O)c1ncc(Cl)c(Cl)c1Cl)NC(=O)c1ccccc1	0	107	105	106	109	-4	104	103
COc1ccc(-n2cc(-c3ccccc3)c3c(N4CCOCC4)ncnc32)cc1	0	92	89	105	79	-10	94	101
CN1C(=O)CSc2ccc(NC(=O)NCc3ccc(F)cc3)cc21	0	110	108	106	107	-3	111	94
CCn1c(SCC(=O)OC)nnc1-c1ccncc1	0	103	101	103	98	2	105	100
Cc1cccc(N2C(=O)C3C4C=CC(C4)C3C2=O)c1 (stereo not drawn)	0	48*[may fluoresce violet]	u	92	u	12	238*[may fluoresce violet]	93[may fluoresce violet]
Nc1c(C(=O)N2CCCC2)sc2nc(-c3ccccc3)ccc12	2	94	97	114	92	8	103	136
CCS(=O)(=O)n1nc(-c2ccc(OC)cc2)nc1N	3	100	100	111	104	7	104	106
N/C(Cc1ccc(Cl)cc1Cl)=N\OC(=O)c1ccccc1	0	87	41	121	119	5	121	170*
Cc1ccc2cc(C#N)c(N3CCN(C)CC3)nc2c1	1	99	103	97	100	1	106	102
COc1cc(C(=O)NCCN2CCCC2)cc(OC)c1OC	1	97	99	97	101	28	102	97
CCOC(=O)C(C)Sc1nnc(NC(=O)c2cccc([N+](=O)[O-])c2C)s1 (stereo not drawn)	0	101	96	86	96	23	97	92
COc1cc(F)c(C(=O)NC(C)(C)CO)cc1OC	0	96	78	104	76	-5	90	131
CC1CCCCN1C(=S)NC(=O)c1ccccc1 (stereo not drawn)	2	114	109	91	105	8	108	110
Nc1nnc(-c2ccc(Cl)c([N+](=O)[O-])c2)s1	3	101	99	88	97	24	104	99
COc1cccc(-c2nnc(-c3ccccc3[N+](=O)[O-])o2)c1	0	98	99	101	92	16	98	125
CCOCCCN(C(=O)Cn1nnc(-c2ccc(OC)c(OC)c2)n1)C(CC)C(=O)NC1CCCC1 (stereo not drawn)	0	95	92	98	88	4	86	88
CCC(C)COC(c1ccccc1)(c1ccccc1)C(Oc1nc(C)cc(C)n1)C(=O)O (stereo not drawn)	2	105	90	94	87	-4	99	84
O=S(=O)(Nc1ccccc1)c1ccc2c(c1)CCO2	0	96	102	110	88	-2	90	103
C=Cn1nc(C)c2ccccc2c1=O	0	97	97	93	103	5	100	100
CN1CCN(Cc2cc(COCc3ccccc3)c3cccnc3c2O)CC1	0	99	100	100	98	3	89	94
O=C(NCc1cc(F)ccc1F)C1CCC(=O)N(C2CCCCCC2)C1 (stereo not drawn)	4	94	92	92	92	-2	89	83
O=C(c1ccc(Cl)c(S(=O)(=O)NCc2ccccc2)c1)N1CCN(c2ccccn2)CC1	2	110	122	79	119	-6	108	117
CCOc1ccccc1-n1c(SCC(N)=O)nc2ccccc2c1=O	0	93	90	111	100	-2	98	93
C/C=C/c1ccc(OCC(=O)Nc2ccncc2)c(OC)c1	0	99	91	112	100	i	108	94
CCCc1[nH]nc2c1C(c1ccc(OC(=O)N3CCOCC3)c(OC)c1)C(C#N)=C(N)O2 (stereo not drawn)	0	94	95	107	96	-5	94	94
CCN(CC)S(=O)(=O)c1ccc(NN=C2CCN(C(C)C)CC2)c([N+](=O)[O-])c1	2	88	86	103	80	5	81	86
Cc1ccc(C)c(NC(=O)C2CCCN(S(=O)(=O)c3ccc4[nH]c(=O)ccc4c3)C2)c1 (stereo not drawn)	1	97	101	109	99	-35	92	92
Cc1nnc(NC(=O)C2CCN(S(=O)(=O)c3ccc(F)c(F)c3)CC2)o1	1	107	103	80	101	-15	109	105
COC(=O)COc1ccc2c(-c3ccc(OC)cc3)cc(=O)oc2c1	0	x	94	98	95	8	98	97
O=C(CN1C(=O)/C(=C/c2ccco2)SC1=S)Nc1ccc(O)c(C(=O)O)c1	12	91	20	86	93	31	106	96
O=C(CSc1ncnc2c1cnn2-c1ccccc1)Nc1ccc2c(c1)OCO2	0	106	105	99	96	9	101	99
O=C(c1ccccc1)c1ccc(OCC(=O)N2CCOCC2)cc1	0	113	100	103	106	-4	114	104
COc1cccc(C(=O)/C=C/c2ccc(OCC#N)c(OC)c2)c1	2	108	95	100	85	4	89	86
Cc1cccc(N2CCN(C(=O)N3CCOCC3)CC2)c1C	0	95	98	85	106	23	100	97
Cc1csc(NC(=O)C(C)Oc2ccc(Br)cc2)n1 (stereo not drawn)	2	97	93	94	90	18	98	119
CSc1ccc(Cl)c(C(=O)Nc2ccc(C)cn2)c1	0	100	100	113	97	2	100	106
CCOc1ccc(CN2C(=O)c3ccccc3C2C(=O)NC(C)CC)cc1OC (stereo not drawn)	0	100	106	95	99	-6	97	99
Cc1cc(C)nc(N2CCN(C(=O)CCC(=O)Nc3nnc(CC(C)C)s3)CC2)n1	1	104	109	82	104	9	96	102
Cc1cc(/C=C(/C#N)C(=O)Nc2ccccc2)c(C)n1-c1cccnc1	1	101	102	97	104	94*	103	96
CCc1oc(C(=O)O)cc1CN(CC)CC	3	91	97	85	98	-10	93	90

Remaining list, next part.
SMILES	GRK2 aptamer HTS	RPL19A TOR yeast	AGP1-GFP MLPCN	Yeast superoxide	CIT2-GFP yeast	VLA-4 inh	MEP2 TOR yeast	LAP4 TOR yeast
Cc1cc(C)nc(NC(=O)CSc2ccccn2)n1	0	100	101	103	105	3	96	102
COC(=O)c1sccc1NC(=S)Nc1cc(OC)ccc1OC	0	94	91	101	90	-1	95	124
COc1cc2c(cc1OC)CN(c1nc(CN3CCOCC3)nc3sc4c(c13)CCC(C)C4)CC2 (stereo not drawn)	1	105	97	102	99	21	103	106
CC(C)CNc1c(N)c(=O)oc2ccccc12	0	95	88	113	93	1	95	94
O=C(CCCCCCC(=O)Nc1ccccc1)NO	2	100	102	93	97	41	107	92
N#CCC(=N)N1CCN(c2ccccc2Cl)CC1	1	102	98	98	86	9	100	95
NS(=O)(=O)c1cccc(NC(=O)CCCNC(=O)c2ccc(Cl)cc2)c1	0	99	102	108	98	-5	103	106
CCOC(=O)C1(CCOc2ccccc2)CCN(Cc2cccc(OC)c2OC)CC1	0	110	104	98	100	10	106	90
O=C(Nc1ccccc1F)c1ccc2c(c1)CCN2S(=O)(=O)c1ccccc1	0	107	107	137	110	26	109	98
COc1ccccc1NS(=O)(=O)c1ccc(C(=O)NCC2(N(C)C)CCCCC2)cc1	0	92	102	82	97	6	98	98
Cc1ccccc1OCC(=O)Nc1sc2c(c1C#N)CCC2	0	93	95	109	100	-12	108	99
Cc1cc(NC(=O)C(C)SCC(=O)N(C)CC(=O)Nc2ccc(Br)cc2C)no1 (stereo not drawn)	0	98	101	104	98	-14	95	97
CCOC(=O)c1cc(NC(=O)/C=C\C(=O)O)ccc1Cl	3	92	95	80	90	0	92	97
COC(=O)CCC(=O)OC1(C)C(=O)C2=CN(C(CO)CO)C(c3ccc(OC)cc3)=CC2=C(Br)C1=O (stereo not drawn)	1	100	102	102	88	-2	103	98
COC(=O)C1=CN(c2cc(C)cc(C)c2)C=C(C(=O)OC)C1c1cccc(F)c1	x	98	99	116	115	-9	106	98
Cc1cccc(OCC(=O)OCC(=O)N2CCCc3ccccc32)c1C	0	96	99	78	84	7	96	103
Cc1cc(F)ccc1S(=O)(=O)Nc1ccc(O)c(Sc2ncn[nH]2)c1	0	103	108	97	100	6	101	103
O=C(COC(=O)CNC(=O)c1ccc(Cl)cc1)Nc1ccc2c(c1)OCCO2	0	101	101	117	99	9	102	95
CC1=CC(c2ccc(Cl)cc2)n2ncnc2N1 (stereo not drawn)	2	91	84	103	85	25	95	107
Cc1nn(C)cc1/C=N/NC(=O)C(C)(C)Oc1ccc(Cl)cc1	0	100	102	104	96	-1	99	103
COc1ccc(C2=NOC(C(=O)Nc3c(C)n(C)n(-c4ccccc4)c3=O)C2)cc1 (stereo not drawn)	2	102	104	93	105	26	93	94
N#Cc1cccc(S(=O)(=O)NNC(=O)C23CC4CC(CC(C4)C2)C3)c1	0	98	99	107	94	12	106	105
C=CCN=C1SCC(=O)N1S(=O)(=O)c1ccc(C)cc1	1	95	94	90	91	0	98	96
NC(=O)c1ccc(SCC(=O)OCC(=O)NCc2cccs2)c([N+](=O)[O-])c1	0	100	99	107	100	6	102	102
CC1CCC/C(=N/NC(=O)c2ccccc2-n2cccc2)C1 (stereo not drawn)	1	108	105	89	106	-16	107	105
Nc1ccc(C(=O)Nc2ccc(OC(F)(F)C(F)F)c(NC(=O)c3ccc(N)cc3)c2)cc1	1	103	100	98	105	16	100	103
Cc1cc(OCC(=O)NNC(=S)NC(=O)c2ccc(Br)o2)ccc1Cl	0	92	62	95	111	-10	137	103
Fc1ccc2nc(N3CCCC3)sc2c1	0	98	99	91	107	3	104	106
CCn1c(C)c(CS(=O)(=O)c2ccccc2)[nH]c1=O	0	97	96	90	101	-2	101	94
O=C(O)CCCN=CC1=C(O)CNC1=O	0	102	98	90	101	15	102	105
Cc1ccc(Sc2ccc(C(=O)NC(C)C)cc2[N+](=O)[O-])cc1	0	100	106	88	107	0	100	105
O=C(NCCC1CCCCN1S(=O)(=O)c1ccc(F)cc1)C(=O)NCCN1CCOCC1 (stereo not drawn)	3	96	103	89	101	0	99	99
O=[N+]([O-])c1ccc(-c2nn(-c3ccccc3)cc2/C=N/n2c(-c3cccs3)n[nH]c2=S)cc1	0	97	113	104	99	-2	98	103
Cc1nc(-c2ccccc2)nc2[nH]c(-c3ccccc3)cc(=O)c12	0	95	93	104	93	-11	95	x
Cn1ncc(C(=O)Nc2ccc(Cl)cc2)c1C(F)(F)F	0	96	95	110	86	7	105	110

Screening data as filed in PubChem.
